Pf growth 96h: P. falciparum growth inhibition at 96 hours; AID 504834; Potency, µM (doses to about 28.7 µM), without a hit: at the highest dose activity change, negative = inhibition, usual class: inhibitors; actives 6.9% (n = 320,000); P. falciparum luciferase reporter growth, 96 h; note: potency is the fitted concentration of half-maximal effect; % is set by controls: 0 for no effect and ±100 for the full control effect
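P. falciparum expressing integrated firefly luciferase, in erythrocytes at 2% hematocrit, 0.05% parasitemia, incubated with compounds 96 h at 37 C, 5% CO2. Growth inhibition read as loss of luminescence; two-generation exposure targets delayed-death apicoplast inhibitors.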
Shiga inhibitor: blocks Shiga toxin action in Vero cells | actives 9.2% (n = 290,000) | Vero cells, Shiga toxin protein synthesis inhibition reporter | inhibition, % at 38.7 µM | AID 2315; in the data active = inhibition mostly above about 28%, no sharp cut-off; inactive = mostly below about 43%; note: 0% is about no effect
HCV inhibitor: inhibitors of hepatitis C virus infection. Huh7.5.1 HCVcc-Cre infection, luciferase reporter, 44 h. AID 651820. Potency, µM (doses to about 41.8 µM), inactives show at the highest dose activity change, negative = inhibition, most hits filed as inhibitors. actives 3.4% (n = 340,000); note: potency is the fitted concentration of half-maximal effect; % is set by controls: 0 for no effect and ±100 for the full control effect
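Seed cells (1,000/well) for 4 h; treat with compound and infect with HCVcc-Cre, moi about 0.5. Incubate 44 h, then detect luciferase activity.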
CHX counter: counter-screen for Shiga toxin inhibitors: cycloheximide protein synthesis inhibition | cell reporter, cycloheximide protein synthesis inhibition counterscreen | max response, % | actives 12% (n = 300,000) | AID 2314; in the data active = max response mostly above about 13%, no sharp cut-off; inactive = mostly below about 14%; note: read at 38.3 µM for the half of the compounds with a filed dose; 0% is about no effect
Tb PYK inh: blocks Trypanosoma brucei pyruvate kinase; Q57TT1; TbPYK enzyme, Kinase-Glo Plus ATP luminescence, 45 min; Potency, µM (top dose mostly 76.8 µM), for inactives: at the highest dose activity, negative = inhibition, actives largely listed as inhibitors; actives 0.12% (n = 410,000); note: potency is the fitted concentration of half-maximal effect; % is set by controls: 0 for no effect and ±100 for the full control effect; nearly all actives have a fitted effect of over 50% in size
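T. brucei PYK with substrate was exposed to pin-transferred compounds across a concentration series, then started with 130 uM ADP (final). After 45 min at room temperature, Kinase-Glo Plus luminescence was read, normalized and curve-fitted.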
LmPK inh: inhibitors of Leishmania mexicana pyruvate kinase; Q27686; purified LmPK, Kinase-Glo ATP luminescence, 1 h; Potency, µM (top dose mostly 57.5 µM), inactives show at the top dose activity change, negative = inhibition, actives largely listed as inhibitors; actives 0.37% (n = 290,000); AID 1721; note: potency is the fitted concentration of half-maximal effect; % is set by controls: 0 for no effect and ±100 for the full control effect
Target sequence (Q27686 whole entry, looked up): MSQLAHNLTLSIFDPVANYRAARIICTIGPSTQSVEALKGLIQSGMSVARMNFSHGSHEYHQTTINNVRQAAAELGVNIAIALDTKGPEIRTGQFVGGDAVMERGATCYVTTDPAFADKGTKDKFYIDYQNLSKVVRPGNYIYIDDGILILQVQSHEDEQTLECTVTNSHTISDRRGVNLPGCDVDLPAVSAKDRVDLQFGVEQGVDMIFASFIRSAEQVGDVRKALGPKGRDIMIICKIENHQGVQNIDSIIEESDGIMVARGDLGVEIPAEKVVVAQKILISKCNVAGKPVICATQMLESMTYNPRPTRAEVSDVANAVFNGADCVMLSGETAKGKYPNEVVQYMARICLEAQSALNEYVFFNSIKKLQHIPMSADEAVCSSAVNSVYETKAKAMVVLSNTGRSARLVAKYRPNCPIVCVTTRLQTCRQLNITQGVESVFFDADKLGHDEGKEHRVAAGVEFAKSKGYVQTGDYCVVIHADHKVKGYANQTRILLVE
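ATP generated from ADP (0.1 mM) and PEP (0.5 mM) by 0.1 nM LmPK over 1 h at room temperature (pH 7.2 imidazole buffer) was detected by coupled luciferase luminescence. Values were normalized to uninhibited and no-enzyme wells.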
Pf growth 48h: P. falciparum growth inhibition at 48 hours (one generation); Potency, µM (doses to about 28.7 µM), inactives show at the top dose activity change, negative = inhibition, actives largely listed as inhibitors; actives 5.9% (n = 310,000); AID 504832; P. falciparum luciferase growth in erythrocytes, 48 h; note: potency is the fitted concentration of half-maximal effect; % is set by controls: 0 for no effect and ±100 for the full control effect
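Growth was read as firefly luciferase luminescence after a 48 h, 37 C, 5% CO2 exposure of compounds to reporter-bearing P. falciparum cultures (0.1% parasitemia, 2% hematocrit final) in Albumax-supplemented RPMI 1640.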
An asterisk follows results filed as active; ? = inconclusive; · = not tested or not shown; & = joins results of further samples; [ ] = dose if it differs, or a comment. Unless noted, calls come from the whole dose curve; as a rule, active = well fitted curve in the direction sought with a large enough effect; inconclusive = small, poorly fitted or top-dose-only effect, or another doubt; inactive = no such curve, though single readings can be large; an effect the other way counts as inactive or inconclusive. Random draw from the library (roughly 24% active in at least one column).

SMILES | Pf growth 96h | Shiga inhibitor | HCV inhibitor | CHX counter | Tb PYK inh | LmPK inh | Pf growth 48h
COC(=O)c1ccccc1C(=O)N1CCCC(CNC(=O)c2ccc(F)cc2)C1 (configuration not stated) | 13% | 4 | 11% | 12* | 2% | -2% | -8%
CCCc1nnc(NC(=O)CN2C(=O)c3ccccc3S2(=O)=O)s1 | -18% | -6 | 2% | -2 | -18% | 0% | -6%
CC1CCN(Cc2c(C(=O)N/N=C/c3ccc(C(C)C)cc3)nnn2-c2nonc2N)CC1 | 1.7µM* | -7 | -1% | -1 | 4% | 7% | ?
COC(=O)C1=C(C)N=C2SCCC(=O)N2C1c1ccc(OC(=O)c2ccco2)cc1 (configuration not stated) | ? | -4 | 16% | 1 | 1% | -1% | 14%
COc1ccc(-c2ccccc2)cc1NCc1ccc(OC)c(OC)c1 | 62%[activator] | -6 | -11% | 8 | -7% | 0% | 24%
Cc1nc2ccc(Br)cn2c1C(=O)N/N=C\c1ccc(C(C)C)cc1 | 205%[activator] | · | -9% | -3 | -3% | 10% | 19%
CC(O)CNCc1ccccc1C(F)(F)F (configuration not stated) | 2% | 21 | 10% | 1 | 1% | 1% | 3%
CCOC(=O)N1CCN(c2cc(NCCO)c([N+](=O)[O-])c3nonc23)CC1 | ? | 15 | -7% | -3 | -2% | -8% | ?
Cc1cccc([C@@H]2[C@@H]3C(=O)N(Cc4ccccc4)C(=O)[C@@H]3[C@]3(Cc4ccc(Cl)cc4)C(=O)N(c4ccccc4)C(=O)N23)c1 | ? | -8 | 2% | 1 | -4% | -3% | ?
O=C1C2C(c3ccccc3)CC=CC2[C@H](c2ccc3ccccc3c2)N1Cc1ccccc1 (some centres not stated) | ? | -6 | 2% | -3 | 1% | 5% | ?
O=C(CC(Nc1ccc(F)cc1)C(=O)O)c1ccccc1 (configuration not stated) | · | 41* | 1% | 37* | -21% | -30% | 204%[activator]
O=C(CSc1nc2ccccc2o1)N/N=C/c1ccccc1 | -10% | 61* | 2% | 25* | 0% | 0% | 90%[activator]
Cc1c(C(=O)C(=O)N2CCN(Cc3ccc4c(c3)OCO4)CC2)c2ccccc2n1C | -18% | -13 | 1% | -3 | 8% | -1% | ?
C/C(CC(=O)NCc1ccccc1)=N\NC(=O)c1cnccn1 | -14% | 40* | 10% | 12* | 22% | 0% | 13%
CCS(=O)(=O)n1nc(NCc2cccc(OC)c2)nc1NCc1cccc(OC)c1 | ? | -25 | -23% | 6 | -13% | 0% | -27%
COc1ccc(OCC(=O)Nc2cc(NC(=O)c3ccco3)ccc2OC)cc1 | 8.3µM* | 20 | -17% | 6 | 2% | -1% | ?
CN(C)S(=O)(=O)c1ccc(NCC2COc3ccccc3O2)c([N+](=O)[O-])c1 (configuration not stated) | 13µM* | 49 | -15% | 27* | -10% | 0% | -9%
NC(=O)c1ccc(Nc2nnc(-c3ccc(O)cc3)c3ccccc23)cc1 | 38%[activator] | 17 | -6% | 1 | -2% | 0% | -10%
COc1ccc(CNS(=O)(=O)c2cc3c4c(c2)C(C)C(=O)N4CCC3)cc1 (configuration not stated) | -2% | -12 | -21% | -3 | -12% | 2% | 9%
CCOC(=O)c1cnc2c(c(C)nn2C)c1Oc1ccc(OC)cc1 | ? | -7 | -4% | -3 | -1% | 5% | -14%
COc1ccc(N2C(=O)CC(N3CCN(c4nc5ccccc5s4)CC3)C2=O)cc1 (configuration not stated) | 4.7µM* | -4 | 14% | -1 | -4% | 2% | -23%
Cc1nnc(SCC(=O)NCc2ccccc2)s1 | ? | -4 | 4% | -3 | -3% | -12% | -5%
S=c1[nH]nc(-c2ccccc2Cl)n1/N=C/C=C/c1ccco1 | -20% | 2 | 2% | -3 | ? | -4% | 3%
O=C1NC(Cc2ccccc2)c2nc3ccc(Cl)cc3c(=O)n2-c2ccc(Cl)cc21 (configuration not stated) | 39%[activator] | · | -16% | · | · | · | -3%
C/C(=N\NC(=O)c1ccccc1OCCOc1ccccc1)c1ccccc1F | ? | · | ? | · | 2% | · | 12µM*
CCCCn1c(-c2cccs2)nc2nc3ccccc3nc21 | -26% | 25 | -18% | 11 | 4% | 10% | -9%
CCOC(=O)c1sc(NC(=O)c2ccccc2C(=O)O)c(C(=O)OCC)c1C | ? | -1 | ? | 1 | -2% | 6% | ?
COc1ccc(CNC(=O)COc2ccc(S(=O)(=O)N3CCCCC3)cc2)cc1 | 11% | 3 | -2% | 2 | -7% | -7% | ?
COc1ccc(CCNC(=O)CN2C(=O)c3ccccc3S2(=O)=O)cc1OC | -42% | -8 | 11% | -3 | 6% | 0% | -14%
O=C(N/N=C/c1ccc(Cl)c([N+](=O)[O-])c1)c1cc(-c2ccc3c4c(cccc24)CC3)n[nH]1 | ? | -6 | -8% | -4 | -4% | 4% | ?
CC1CN(c2nc3c(c(=O)n(Cc4ccc(Cl)c(Cl)c4)c(=O)n3C)n2C)CC(C)O1 (configuration not stated) | · | -22 | ? | -2 | 1% | -5% | 6.6µM*
Cc1c(/C=N/NC(N)=O)c2ccccn2c1C(=O)c1ccncc1 | -4% | -15 | -8% | -2 | 0% | -5% | -3%
COc1ccc(C(C)(C)C)cc1NC(=O)COC(=O)CSCc1c(C)noc1C | 33%[activator] | · | -1% | · | -1% | · | 3%
O=c1c2ccccc2c(=O)n2n1Cc1ccccc1C2 | 25% | 20 | -3% | 14* | -3% | -1% | 54%[activator]
CC(C)(C)C1CCC(=NNC(=O)c2ccccc2-n2cccc2)CC1 (configuration not stated) | 0% | 6 | 32%[activator] | 15 | 3% | 0% | 12%
COC(=O)C1=C(C(=O)OC)[C@@H]2Nc3ccccc3[C@@]23C[C@@H](C(=O)OC)N(C(C)=O)C3=N1 | 51%[activator] | -7 | 12%[8.37 µM] | -4 | -2% | -4%[11.5 µM] | 37%[activator]
COc1ccc([N+](=O)[O-])cc1/C=N/NC(=O)CNC(=O)C(c1ccccc1)c1ccccc1 | -2% | -22 | ? | -1 | -4% | -1% | 25%
CC1(C)CC2CC(C)(CN2S(=O)(=O)c2cccc(C(=O)OCC(=O)NC(N)=O)c2)C1 (configuration not stated) | -22% | · | 2% | · | -6% | · | -14%
CC1CN(C(=O)CCC(=O)NC(C)c2ccccc2)c2cc(Cl)ccc2O1 (configuration not stated) | -12% | 6 | -20% | 1 | 5% | 0% | ?
Nc1nc(-c2ccc(Br)cc2)cs1 | 131%[activator] | 88* | -26% | 20* | -7% | -3% | 73%[activator]
CCCOc1ccc(N/C=C/C(=O)c2ccc(OC)c(OC)c2)cc1 | 21% | 11 | ? | -1 | -3% | 1% | ?
O=C(N/N=C/c1ccco1)c1ccccc1OCc1ccccc1Cl | -11% | -30 | ? | 19* | 1% | 0% | 9%
CCOC(=O)C1=C(COC(=O)c2cc(Br)c(Br)s2)NC(=O)NC1C (configuration not stated) | 5% | · | 1% | · | -10% | · | 6%
COc1ccc(C(=O)CCC(=O)Nc2cccnc2)cc1 | 16% | -11 | 11% | 15 | 1% | -1% | 4%
Cn1c(SCC(=O)NCCc2ccccc2)nc2c([nH]c3ccccc32)c1=O | ? | 18 | 12% | -5 | 0% | 3% | 5%
CC(=O)N(c1cccc(Br)c1)c1nc(C)cc(C)c1C#N | -21% | 43 | 18% | 3 | 1% | 1% | -12%
CCOC(=O)N1CCN(S(=O)(=O)N2CCCC(C(=O)NC(C)c3ccccc3)C2)CC1 (configuration not stated) | ? | -5 | 7% | 2 | -1% | 1% | 21%
CN(c1ccccc1)S(=O)(=O)c1cccc(NC(=O)Nc2ccc(Cl)cc2C#N)c1 | ? | -5 | 1% | -2 | 0% | 1% | -28%
CCn1c(SCC(=O)Nc2oc(-c3ccccc3)c(-c3ccccc3)c2C#N)nnc1-c1ccco1 | · | -4 | -13%&-4% | -2 | -8% | -2% | -28%
CC(c1ccccc1)C1CC(=O)N(Cc2ccccc2)C1=O (configuration not stated) | -30% | -5 | 16% | -1 | 4% | 7% | -5%
CCOC(=O)CSc1ccc(C(=O)NCCN2CCOCC2)cc1[N+](=O)[O-] | ? | -6 | 4% | 4 | -4% | 1% | 32%[activator]
O=[N+]([O-])c1cnccc1Nc1ccc(Cl)cc1 | 0% | -5 | 3% | -1 | -7% | -8% | ?
Cc1ccc(NC(=S)Nc2ccc3[nH]c(=O)[nH]c3c2)cc1 | 16% | 24 | -12% | -3 | -21% | -1% | 4%
NNC(=O)/C=C/c1ccc(Cl)cc1Cl | 2% | 21 | -5% | 1 | 0% | -1% | -8%
O=C(Cn1cnc2ccccc2c1=O)Nc1cccc(-c2nnc3n2CCCCC3)c1 | ? | -3 | 5% | -5 | -3% | 4% | ·
O=C(CN(C(=O)CCC(=O)Nc1nccs1)c1ccccc1F)NCCc1ccccc1 | ? | -10 | -10% | -2 | 5% | 0% | -19%
CC(C)c1ccc(NC(=O)Nc2cc3sccc3n2C)cc1 | ? | 24 | -2% | 7 | -19% | -2% | ?
O=C(NCc1ccccc1)c1ccc(S(=O)(=O)C(F)F)cc1 | 54%[activator] | 2 | ? | 15 | 1% | 3% | ·
Cc1ccc2c(c1)c1c(n2CC(O)CN2CCCCCC2)CCCC1 (configuration not stated) | 20% | -2 | 10µM* | -2 | 3% | 4% | 8.3µM*
CSc1ccc(S(=O)(=O)NCC(=O)OCC(=O)N2CCCCC2C)cc1[N+](=O)[O-] (configuration not stated) | 14% | · | -5% | · | -11% | · | ?

Further entries
SMILES | Pf growth 96h | Shiga inhibitor | HCV inhibitor | CHX counter | Tb PYK inh | LmPK inh | Pf growth 48h
CCOC(=O)Cn1c(-c2cccnc2Cl)nc2ccccc21 | 29% | -3 | 9% | 0 | -1% | 2% | -16%
COc1ccc(NC(=O)c2cn(CCC#N)nc2-c2ccccc2)cc1 | 0% | · | 6% | -1 | 2% | 8% | -3%
Cc1cc(NC(=O)CSc2nc3[nH]c(=O)cc(O)c3s2)ccc1Br | 35%[activator] | · | -6% | · | -16% | · | 12%
O=[N+]([O-])c1cccc(/C=N/N2CCN(Cc3ccc(Cl)cc3)CC2)c1 | 12% | 20 | ? | -3 | -7% | -3% | -12%

Some values from the entries so far.
Cc1c(/C=N/NC(N)=O)c2ccccn2c1C(=O)c1ccncc1 in Tb PYK inh is listed with 0%
CCCCn1c(-c2cccs2)nc2nc3ccccc3nc21 in Shiga inhibitor is listed with 25

4 entries from above, as labelled records.
smiles: CCOC(=O)Cn1c(-c2cccnc2Cl)nc2ccccc21
  Pf growth 96h: 29%
  Shiga inhibitor: -3
  HCV inhibitor: 9%
  CHX counter: 0
  Tb PYK inh: -1%
  LmPK inh: 2%
  Pf growth 48h: -16%

smiles: O=[N+]([O-])c1cccc(/C=N/N2CCN(Cc3ccc(Cl)cc3)CC2)c1
  Pf growth 96h: 12%
  Shiga inhibitor: 20
  HCV inhibitor: ?
  CHX counter: -3
  Tb PYK inh: -7%
  LmPK inh: -3%
  Pf growth 48h: -12%

smiles: COc1ccc(NC(=O)c2cn(CCC#N)nc2-c2ccccc2)cc1
  Pf growth 96h: 0%
  Shiga inhibitor: ·
  HCV inhibitor: 6%
  CHX counter: -1
  Tb PYK inh: 2%
  LmPK inh: 8%
  Pf growth 48h: -3%

smiles: Cc1cc(NC(=O)CSc2nc3[nH]c(=O)cc(O)c3s2)ccc1Br
  Pf growth 96h: 35%[activator]
  Shiga inhibitor: ·
  HCV inhibitor: -6%
  CHX counter: ·
  Tb PYK inh: -16%
  LmPK inh: ·
  Pf growth 48h: 12%

Screens from PubChem.
